Screens from PubChem.
HCV inhibitor: qHTS Assay for Inhibitors of Hepatitis C Virus (HCV). Huh7.5.1 HCVcc-Cre infection, luciferase reporter, 44 h. Potency, µM (top dose mostly 41.8 µM), without a hit: at the top dose activity change, negative = inhibition, hits mostly inhibitors. hit rate 3.4% among 340,000. AID 651820, 2012; also: potency is read from the fitted curve at half-maximal effect; % is scaled to controls: 0 for no effect and ±100 for the full control effect
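Compounds are dispensed onto cells plated 4 h earlier at 1,000 per well, with HCVcc-Cre virus (about 0.5 moi) added next. Following 44 h of culture, luminescent signal is measured for 15 sec after 15 min with substrate at room temperature.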
Cycloheximide cs: Cycloheximide Counterscreen for Small Molecule Inhibitors of Shiga Toxin; cell reporter, cycloheximide protein synthesis inhibition counterscreen; hit rate 12% among 300,000; max response, %; in the data active = max response mostly above about 13%, no sharp cut-off; inactive = mostly below about 14%; also: read at 38.3 µM for the half of the compounds with a filed dose; 0% is about no effect
TbPYK inhibitor: qHTS of Trypanosoma Brucei Inhibitors; TbPYK enzyme, Kinase-Glo Plus ATP luminescence, 45 min; Potency, µM (highest dose often 76.8 µM), for the others: at the top dose activity, negative = inhibition, usual class: inhibitors; hit rate 0.12% among 410,000; AID 624173, 2012; also: potency is read from the fitted curve at half-maximal effect; % is scaled to controls: 0 for no effect and ±100 for the full control effect; nearly all actives have a fitted effect of over 50% in size
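Quantitative HTS: titrated library compounds versus trypanosomal pyruvate kinase in TEA buffer (pH 7.2) containing KCl, MgCl2, BSA and Tween-20. Reactions were initiated with ADP, 130 uM final. Kinase-Glo Plus luminescence was read after 45 min at RT.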
LmPK inh: qHTS Assay for Inhibitors of Leishmania Mexicana Pyruvate Kinase (LmPK); purified LmPK, Kinase-Glo ATP luminescence, 1 h; Potency, µM (highest dose often 57.5 µM), for inactives: at the highest dose activity change, negative = inhibition, usual class: inhibitors; Q27686; AID 1721, 2009; hit rate 0.37% among 290,000; also: potency is read from the fitted curve at half-maximal effect; % is scaled to controls: 0 for no effect and ±100 for the full control effect
Target sequence (Q27686 whole entry, looked up): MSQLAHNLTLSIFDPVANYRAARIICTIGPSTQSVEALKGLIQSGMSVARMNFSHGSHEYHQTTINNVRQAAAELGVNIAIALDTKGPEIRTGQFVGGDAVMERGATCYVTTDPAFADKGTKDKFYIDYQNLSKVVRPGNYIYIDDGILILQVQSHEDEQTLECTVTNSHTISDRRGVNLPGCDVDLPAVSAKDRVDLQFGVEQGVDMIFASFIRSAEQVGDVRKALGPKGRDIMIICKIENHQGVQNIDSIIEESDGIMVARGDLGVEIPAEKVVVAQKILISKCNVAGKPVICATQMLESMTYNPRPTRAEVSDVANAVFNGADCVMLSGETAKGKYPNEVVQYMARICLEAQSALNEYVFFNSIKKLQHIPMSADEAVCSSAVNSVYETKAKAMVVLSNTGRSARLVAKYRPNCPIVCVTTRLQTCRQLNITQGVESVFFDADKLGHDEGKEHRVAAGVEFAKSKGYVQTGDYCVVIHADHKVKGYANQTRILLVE
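0.1 nM LmPK, 0.5 mM PEP, 0.1 mM ADP; 50 mM imidazole pH 7.2, 7 mM MgCl2, 50 mM KCl; 1 h RT. Kinase-Glo luminescence readout, normalized to no-enzyme (full inhibition) and uninhibited wells.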
Pf growth 96h: Primary qHTS for delayed death inhibitors of the malarial parasite plastid, 96 hour incubation. P. falciparum luciferase reporter growth, 96 h. Potency, µM (series often up to 28.7 µM), for the others: top-dose activity change, negative = inhibition, actives largely listed as inhibitors. hit rate 6.9% among 320,000. AID 504834, 2011; also: potency is read from the fitted curve at half-maximal effect; % is scaled to controls: 0 for no effect and ±100 for the full control effect
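Delayed-death screen, second-generation endpoint: infected erythrocytes, 2% hematocrit, 0.05% parasitemia final; 96 hours at 37 C, 5% CO2; luciferase detection reagent; luminescence decrease equals reduced growth.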
Shiga inhibitor: A qHTS for Small Molecule Inhibitors of Shiga Toxin; hit rate 9.2% among 290,000; Vero cells, Shiga toxin protein synthesis inhibition reporter; inhibition, % at 38.7 µM; in the data active = inhibition mostly above about 28%, no sharp cut-off; inactive = mostly below about 43%; also: 0% is about no effect
Pf growth 48h: Primary qHTS for delayed death inhibitors of the malarial parasite plastid, 48 hour incubation; P. falciparum luciferase growth in erythrocytes, 48 h; Potency, µM (doses to about 28.7 µM), for inactives: top-dose activity change, negative = inhibition, usual class: inhibitors; hit rate 5.9% among 310,000; also: potency is read from the fitted curve at half-maximal effect; % is scaled to controls: 0 for no effect and ±100 for the full control effect
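Growth was read as firefly luciferase luminescence after a 48 h, 37 C, 5% CO2 exposure of compounds to reporter-bearing P. falciparum cultures (0.1% parasitemia, 2% hematocrit final) in Albumax-supplemented RPMI 1640.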
An asterisk follows results filed as active; ? = inconclusive; nt = not tested or not shown; [ ] = remark or other dose. Unless noted, calls follow the shape of the dose curve; as a rule, active = well fitted curve in the direction sought with a large enough effect; inconclusive = small, poorly fitted or top-dose-only effect, or another doubt; inactive = no such curve, though single readings can be large; an effect the other way counts as inactive or inconclusive.

SMILES	HCV inhibitor	Cycloheximide cs	TbPYK inhibitor	LmPK inh	Pf growth 96h	Shiga inhibitor	Pf growth 48h
CCc1ccc(CN2CCC(C(=O)Nc3ccc(Oc4ccccc4)nc3)CC2)o1	11.2µM*	3.4	-4.6%	-0.2%	-40.0%	-9.7	?
O=C(CCC(=O)Nc1ccccc1)NNC(=O)CCc1ccccc1	5.2%	-2.4	2.5%	-6.4%	6.2%	-9.9	9.7%
c1ccc(-c2nc(-c3ccc(-c4ccon4)s3)no2)cc1	22.6%	33.6*	-3.9%	-7.1%	107.5%[activator]	61.3*	353.0%[activator]
C/C(=N\Nc1ccc(S(=O)(=O)Nc2ccccc2)cc1[N+](=O)[O-])c1ccc(N2CCOCC2)cc1	-3.1%	-2.1	-5.7%	-13.2%	?	-7.0	?
CSc1ncccc1C(=O)OCc1nc2ccsc2c(=O)[nH]1	15.4%	nt	1.9%	nt	17.4%	nt	?
Cc1c(C2C(C#N)=C(N)OC3=C2C(=O)CCC3)cnn1C (configuration not stated)	23.8%	-3.0	-0.5%	-0.6%	-1.2%	-5.7	7.3%
Cc1nn(CC(=O)NCc2ccccc2)c(=O)c2cccn12	7.3%	12.8	3.5%	1.2%	59.2%[activator]	20.0	49.5%[activator]
COC(=O)C1=C(C)N=c2s/c(=C/c3cccs3)c(=O)n2C1c1cccs1 (configuration not stated)	11.0%	-4.9	-1.3%	2.8%	43.6%[activator]	-15.7	?
CC(=O)N/C(=C\c1ccc(F)cc1)C(=O)NC(Cc1c[nH]c2ccccc12)C(=O)O (configuration not stated)	-4.3%	-4.1	-5.7%	-1.1%	-39.7%	-3.4	8.8%
CCC(=O)Nc1ccc(Oc2ccc(NC(=O)CC)c(NC(=O)CC)c2)cc1	6.4%	-3.6	-0.7%	0.6%	?	17.0	28.6%
O=C1CCC(C(=O)Nc2cccc(Br)c2)N1 (configuration not stated)	10.5%	-2.3	-1.9%	3.2%	274.9%[activator]	-10.5	21.9%
CCc1nc2ccc(C(=O)N3CCN(c4ccc([N+](=O)[O-])cc4)CC3)cc2nc1CC	12.6µM*	-0.7	-4.4%	10.0%	?	-1.2	?
O=C(CSc1nc2c(sc3ccccc32)c(=O)n1CCCN1CCOCC1)NCC1CCCO1 (configuration not stated)	20.7%	-1.8	3.1%	2.6%	?	-9.3	-13.1%
COc1ccc(Nc2nc(N3CCOCC3)nc(N3CCOCC3)n2)cc1Cl	10µM*	-3.4	-3.6%	1.5%	8.3%	0.7	-27.8%
COc1ccc(NC(=O)C/C(C)=N/NC(=O)c2ccncc2)c([N+](=O)[O-])c1	4.5%	-3.4	-21.7%	5.9%	3.5%	-8.4	6.6%
COc1cc(C)c(/C=C(\C#N)C(=O)Nc2ccc(C)cc2)cc1C(C)C	-24.2%	-4.1	7.7%	-2.2%	-4.9%	-12.6	?
Cc1ccc(C)c(NC(=O)Cc2ccc(S(=O)(=O)N3CCCCC3)s2)c1	-16.9%	-2.8	3.8%	1.4%	?	-1.8	-26.9%
CNC(=O)/C(C#N)=C/c1c(N2CCN(c3ccccc3)CC2)nc2c(C)cccn2c1=O	25.3%	-4.8	-0.2%	1.9%	?	21.5	?
CCOC(=O)Cc1csc2nc(-c3ccccc3)nn12	-19.3%	15.4	-2.3%	0.2%	0.0%	20.1	30.7%[activator]
Cc1ccc(-c2noc(C3CCCN(C(=O)c4ccc(C(C)(C)C)cc4)C3)n2)o1 (configuration not stated)	?	0.9	-2.5%	-3.6%	14.0%	-5.4	?
COc1ccc(OCC(=O)NNC(=O)Nc2cccc(Cl)c2)cc1	26.9%	-1.5	-14.2%	0.6%	-12.7%	-6.1	26.9%
C(=N\Nc1nc(N2CCOCC2)nc(N2CCOCC2)n1)/c1ccncc1	2.4%	-2.1	-2.5%	3.6%	?	-4.6	7.3%
COc1ccc(OCCCC(=O)OCC(=O)Nc2c(C)nn(-c3ccccc3)c2C)cc1	6.8%	nt	0.3%	nt	10.0%	nt	1.3%
Cc1cccc(-n2cnc3c(sc4nc(N5CCOCC5)c5c(c43)CCCC5)c2=O)c1	17.8µM*	-1.7	0.0%	2.9%	?	-7.5	2.08µM*
COc1ccc(NC(=O)CSc2nnnn2-c2ccccc2OC)c(OC)c1	?	-0.5	-1.3%	-1.6%	?	-5.1	-2.0%
C=CCn1c(C)nc2ccccc2c1=O	13.0%	5.3	6.2%	7.6%	13.2%	-5.5	22.0%
Cc1ccc(CSc2ncnc3c2cnn3Cc2ccccc2)cc1	9.0%	-4.5	11.1%	6.8%	nt	-11.4	-1.6%
CN(C)/N=C/c1ccc(OC(=O)c2cccc([N+](=O)[O-])c2)cc1	9.6%	-1.3	1.9%	-8.7%	?	-19.2	2.2%
CCc1cc2c(=O)c(-c3ccc(F)cc3)c(C)oc2cc1OCC(=O)O	4.1%	-2.1	4.4%	-2.4%	-6.8%	-14.5	-8.0%
O=C(CN1C(=O)NC2(CCCCC2)C1=O)Nc1cc(C(F)(F)F)ccc1N1CCCCC1	-18.9%	nt	4.9%	nt	?	nt	?
O=C(c1sc2cc([N+](=O)[O-])ccc2c1Cl)N1CCCCC1	-26.7%	19.6	-5.2%	-7.1%	?	0.0	1.4%
Cc1cccc(S(=O)(=O)NC2CCCCCCC2)c1	12.0%	0.3	2.5%	8.1%	-2.8%	-2.1	-8.8%
Cn1c(=O)c2c(nc(N3CCOCC3)n2CCCNC2=NCCCCC2)n(C)c1=O	-16.4%	-2.9	nt	-2.8%	nt	19.4	28.0%
COc1cc(/C=C/C(=O)OC(C)C(=O)NC2CCCCC2C)cc(Cl)c1OC (configuration not stated)	?	nt	-1.0%	nt	2.8%	nt	?
O=C(c1ccco1)N1CCN(C(=O)C2CC(=O)N(c3ccccc3)C2)CC1 (configuration not stated)	12.1%	10.4	1.8%	-4.4%	?	-5.6	11.2%
CC(C)Oc1ccc(C(=O)NC(=S)N2CCOCC2)cc1	20.2%	31.6*	-16.0%	1.5%	?	45.0*	15.9%
CCCc1nc2ccccc2c(C(=O)OC2CCOC2=O)c1CC (configuration not stated)	-23.1%	-5.6	3.3%	5.7%	4.4%	-6.0	-12.3%
CC(=O)c1cccc(NC(=O)CCS(=O)(=O)c2cccc3nsnc23)c1	6.0%	-4.2	?	-7.0%	-1.5%	-13.8	nt
COCCCNC(=S)NNC(=O)C1CC1c1ccc(C(C)(C)C)cc1 (configuration not stated)	-26.8%	-2.7	-0.8%	0.0%	35.5%[1.15 µM]	1.0	?
CCOC(=O)C(C)(C)NS(=O)(=O)c1ccc(Cl)c([N+](=O)[O-])c1	?	-1.0	4.3%	-1.2%	nt	-2.3	-10.0%
CCOc1ccc(CN2CCN(Cc3cc4c(cc3Cl)OCO4)CC2CCO)cc1 (configuration not stated)	-12.2%	-2.5	-5.8%	-1.7%	?	-13.0	?
CCSc1nnc(-c2cccc(S(=O)(=O)N(C)C)c2)n1-c1cc(OC)ccc1OC	?	-2.5	4.6%	1.3%	?	-4.4	?
O=C(O)c1cccc(Cl)n1	19.0%	0.7	3.9%	5.7%	50.3%[activator]	12.3	19.2%
COc1cc(OC)cc(-c2nc3nc(C)c(CCC(=O)NCc4ccco4)c(C)n3n2)c1	-5.0%	-2.1	1.0%	2.4%	24.9%	-12.1	-2.1%
Cc1ccc(N/C(=N/S(=O)(=O)c2cccs2)c2ccccc2)c(C)c1	?	17.4	-12.5%	-6.2%	31.9%[activator]	39.1	?
COc1cccc(CNC(=O)COC(=O)c2c(C)nn(-c3ccccc3)c2Cl)c1	0.1%	nt	6.1%	nt	?	nt	?
O=C(CC1C(=O)NCCN1Cc1ccc(Cl)c(F)c1)NC1CCC1 (configuration not stated)	11.0%	-3.5	-6.8%	8.3%	-12.5%	-3.2	?
Cc1cccc2c(C(=O)N3CCN(c4ccccn4)CC3)cc(-c3cccc(Br)c3)nc12	?	-0.3	-2.7%	-1.4%	?	-7.8	?
Cc1ccc(C2CC(c3cccc(Cl)c3)n3nc(N)nc3N2)cc1 (configuration not stated)	?	-2.7	-20.3%	0.7%	-26.2%	-6.6	11.8%
CC1CCN(C(c2ccccc2)c2nnnn2C(C)(C)C)CC1 (configuration not stated)	21.0%	-2.2	1.6%	0.2%	30.7%[activator]	-6.5	?
CCOC(=O)C1CCCN(c2nc3ccccc3nc2C(C#N)C(=O)OCC)C1 (configuration not stated)	?	-1.4	-4.7%	-0.7%	7.38µM*	133.4*	?
CC(C)(C)OC(=O)N[C@@H](Cc1ccccc1)C(=O)NCC1CCC(C(=O)N[C@@H](CC(=O)O)C(=O)O)CC1 (some centres not stated)	19.3%	-5.3	-11.5%	-4.3%	-7.6%	-2.4	nt
CC1C(=O)C(C)C(c2ccc3c(c2)OCO3)NC1c1ccc2c(c1)OCO2 (configuration not stated)	7.1%	-1.3	4.1%	-0.7%	22.9%	-16.9	10.4µM*
Cc1[nH]c2ccc(-c3n[nH]c(=S)n3-c3ccc(Br)cc3)cc2c1C	1.5%	1.9	-25.4%	-26.8%	38.4%[activator]	-16.3	16.8%
CCOC(=O)Cn1ccc(NC(=O)c2ccc3c(c2)OCO3)n1	0.7%	30.6*	3.0%	-4.6%	0.7%	-10.0	17.3%
CN(Cc1nc(Cc2ccccc2F)no1)[C@@H]1CS(=O)(=O)C[C@H]1O	20.3%	0.3	1.0%	-1.6%	11.7µM*	0.6	34.1%
O=C(Cc1ccccc1)NNC1CC(=O)N(c2ccc(Oc3ccccc3)cc2)C1=O (configuration not stated)	4.4%	5.9	7.9%	4.0%	12.1%	10.0	-2.6%
COCc1ccc(-c2c(-c3ccccc3OC)sc3cc4c(cc23)OCO4)cc1	-16.0%	nt	6.3%	nt	?	nt	?
COc1cccc2cc(C(C)N(CCCN3CCOCC3)C(=S)Nc3cc(C)cc(C)c3)oc12 (configuration not stated)	-14.3%	-1.9	-6.1%	3.2%	?	-5.2	?
COc1ccccc1NC(CC(=O)c1ccccc1)C(=O)OCC(=O)c1ccc(C)cc1 (configuration not stated)	-1.2%	32.6*	-3.8%	1.3%	?	73.0*	242.3%[activator]

Arranged by length of the SMILES (low to high): part of the list above
SMILES	HCV inhibitor	Cycloheximide cs	TbPYK inhibitor	LmPK inh	Pf growth 96h	Shiga inhibitor	Pf growth 48h
O=C(O)c1cccc(Cl)n1	19.0%	0.7	3.9%	5.7%	50.3%[activator]	12.3	19.2%
Cc1ccc(C2CC(c3cccc(Cl)c3)n3nc(N)nc3N2)cc1 (configuration not stated)	?	-2.7	-20.3%	0.7%	-26.2%	-6.6	11.8%
CC1C(=O)C(C)C(c2ccc3c(c2)OCO3)NC1c1ccc2c(c1)OCO2 (configuration not stated)	7.1%	-1.3	4.1%	-0.7%	22.9%	-16.9	10.4µM*
COc1cccc(CNC(=O)COC(=O)c2c(C)nn(-c3ccccc3)c2Cl)c1	0.1%	nt	6.1%	nt	?	nt	?
